High-throughput results from PubChem BioAssay.
TRPML3 agonist – activates the human TRPML3 channel; activation, % at 3 µM; 0.29% of 220,000 active; Q8TDD5; AID 1448; HEK293 TRPML3-YFP, Fluo-8 calcium fluorescence; 100% = the carbachol control signal;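 active = activation above its plate's cutoff, the mean activation of the plate's test wells plus 3 SD, cut at about 12% in these data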;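 also: 0% = DMSO only wells and 100% = carbachol wells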
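Test system: TRPML3-YFP stable HEK293 cells. Doses: single point at 3 µM. Incubation: dye loading 1 h 37 °C then 30 min ambient, 125 s read. Signal: Fluo-8 calcium dye fluorescence, ex 470-495, em 515-575 nm. Measure: percent activation from peak-to-basal fluorescence ratio, scaled between DMSO and carbachol.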
S1P4 antagonist – blocks the human S1P4 receptor; 0.26% of 220,000 active; O95977; S1P4-expressing cells, antagonist mode, reporter read-out; inhibition, % at 4.98 µM; in the data active = inhibition above about 29%;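 also: 0% = wells stimulated with agonist and 100% = vehicle wells without agonist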
CHOP inh – inhibitors of CHOP induction in ER stress response; CHO-K1 CHOP-promoter luciferase, tunicamycin-induced, 15-18 h; inhibition, % at 10 µM; 3.8% of 220,000 active;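 active = compounds that reduced the stress-induced luciferase reporter signal by more than about 70% of percent inhibition, limit read from the data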;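 also: 0% = tunicamycin plus vehicle and 100% = wells without tunicamycin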
NPY Y1 blocker – blocks the human neuropeptide Y Y1 receptor; P25929; HEK293-CNG Y1 cells, membrane potential fluorescence; NPY at EC95, then isoproterenol; inhibition, % at 3.6 µM; 1% of 200,000 active; AID 1040;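 active = inhibition above the campaign mean inhibition of all tested compounds plus 3 SD, cut at about 20% in these data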;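 also: 0% = DMSO wells given NPY plus isoproterenol and 100% = isoproterenol alone without NPY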
Target sequence (P25929 whole entry, looked up): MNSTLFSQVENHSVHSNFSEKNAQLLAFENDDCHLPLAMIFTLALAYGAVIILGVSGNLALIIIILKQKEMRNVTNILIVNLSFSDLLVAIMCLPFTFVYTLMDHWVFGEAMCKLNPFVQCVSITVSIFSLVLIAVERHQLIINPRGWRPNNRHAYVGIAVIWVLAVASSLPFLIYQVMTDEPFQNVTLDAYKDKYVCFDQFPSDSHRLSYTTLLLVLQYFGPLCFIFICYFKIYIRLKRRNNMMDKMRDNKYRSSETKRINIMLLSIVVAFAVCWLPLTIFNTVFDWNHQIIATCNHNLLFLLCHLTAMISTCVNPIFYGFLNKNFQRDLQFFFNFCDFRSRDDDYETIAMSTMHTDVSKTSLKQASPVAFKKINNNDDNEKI
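Test system – HEK293 Y1/CNG channel cell line · Also added – NPY agonist 25 nM, then isoproterenol 1 µM plus Ro 20-1724 25 µM · Compound dosing – one concentration, 3.6 µM, in 0.4% DMSO · Schedule – compound incubation 1 h at room temperature, readout 45 min post-stimulation · Technique – fluorescence, membrane potential probe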
NPY-Y2 PAM-ag – potentiates or activates human NPY-Y2 receptor. 0.45% of 220,000 active. P49146. activation, % at 3.6 µM. cells expressing NPY-Y2, potentiator/agonist read-out; in the data active = activation above about 27%;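 also: cells stimulated with NPY near EC25 plus isoproterenol at EC100; 0% = vehicle plus submaximal agonist and 100% = vehicle plus saturating agonist; some results beyond the cut were filed as inactive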
zfTRPN1 agonist – activates the zebrafish TRPN1 channel. HEK293 zebrafish TRPN1-YFP, Fluo-8 calcium fluorescence; 100% = response to 87 µM carbachol. activation, % at 3 µM. 0.18% of 220,000 active. AID 1424;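 active = activation above its plate's cutoff, the mean activation of test wells on that plate plus 3 SD, cut at about 19% in these data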;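 also: 0% = DMSO alone and 100% = 87 µM carbachol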
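Material – zebrafish TRPN1-YFP in HEK293 cells · Doses – 3 µM single point · Schedule – dye 1 h 37 °C plus 30 min RT · Signal – Fluo-8 calcium fluorescence, excitation 470-495 nm, emission 515-575 nm · Read-out – % activation versus carbachol response · Control set – carbachol high, DMSO low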
NPY1 pot ag – human NPY-Y1 potentiation or agonism, primary screen | P25929 | NPY-Y1 expressing cells, potentiator/agonist activation | activation, % at 3.6 µM | 0.37% of 220,000 active; in the data active = activation above about 33%, passing the limit was not always enough;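 also: cells stimulated with NPY at EC10 then isoproterenol at EC100; 0% = low agonist plus stimulus and 100% = saturating agonist plus stimulus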
EP2 modulator – modulates human prostaglandin E2 receptor EP2 signaling; P43116; EP2-expressing cells, cAMP HTRF FRET, PGE2 co-stimulation; induction, % at 25 µM; 0.83% of 260,000 active; AID 940;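 active = compounds whose cAMP rise, as percent of the full-agonist control response, exceeds 60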;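 also: rat C6 glioma line stably carrying human EP2 under a CMV promoter; the protocol text gives 20 µM as final concentration; 100% = response of wells given 1 µM PGE2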
Target sequence (P43116 whole entry, looked up): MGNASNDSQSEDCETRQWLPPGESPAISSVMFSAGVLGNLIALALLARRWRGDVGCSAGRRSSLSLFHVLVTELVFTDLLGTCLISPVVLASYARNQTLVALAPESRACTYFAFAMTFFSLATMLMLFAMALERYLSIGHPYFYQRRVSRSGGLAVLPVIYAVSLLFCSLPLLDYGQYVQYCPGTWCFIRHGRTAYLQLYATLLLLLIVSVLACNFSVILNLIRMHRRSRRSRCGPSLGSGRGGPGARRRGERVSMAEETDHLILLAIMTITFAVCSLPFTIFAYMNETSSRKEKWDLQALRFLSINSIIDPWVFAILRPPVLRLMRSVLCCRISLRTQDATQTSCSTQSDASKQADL
S1P4 agonist – agonists of human S1P4 receptor | activation, % at 4.98 µM | S1P4-expressing cell line, agonist reporter assay | AID 1509 | 0.35% of 220,000 active; in the data active = activation above about 11%;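 also: 0% = DMSO vehicle and 100% = reference agonist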
The depositor's hits bear a star; · = no result given.

SMILES	TRPML3 agonist	S1P4 antagonist	CHOP inh	NPY Y1 blocker	NPY-Y2 PAM-ag	zfTRPN1 agonist	NPY1 pot ag	EP2 modulator	S1P4 agonist
CC1(C)CC2CC(C)(CN2Cc2c(O)ccc3ccccc23)C1 (stereo not given)	-1.5	6	51	3	5	-0.5	2	36	5.9
CCOC(=O)C1=C(C)NC2=C(C(=O)CCC2)C1c1cn(Cc2ccc(Cl)cc2Cl)nc1-c1ccccc1 (stereo not given)	0.3	13	29	35*	-16	-0.6	-46	3	-1.0
CCOC(=O)C(NC(=O)c1ccccc1)(Nc1cccc(C)n1)C(F)(F)F (stereo not given)	1.2	7	3	-2	-6	0.1	7	45	-0.8
CCN(CC(=O)Nc1ccc(OC)cc1)CC(=O)Nc1ccc(Br)cc1F	1.3	-4	5	5	-17	1.1	-18	-39	1.9
C/C(=N\Nc1nc(N)cc(Cl)n1)c1cccc(N)c1	0.5	11	3	-7	-8	0.3	-10	16	1.1
CN1C(=O)C2(N=c3ccccc3=N2)c2ccccc21	0.0	-38	13	9	-4	1.1	-2	-9	-0.1
CCn1cc(/C=C(/C#N)S(=O)(=O)c2ccccc2)cn1	1.4	-10	-31	-4	-1	0.8	-7	-17	2.2
COc1ccc(C(=O)Nc2ccc(Cl)cc2C(=O)N2CCCC(C)C2)cc1OC (stereo not given)	-0.6	-6	19	8	5	-1.8	4	-3	0.9
O=C(/C=C/c1ccc([N+](=O)[O-])cc1)c1cccnc1	0.8	34*	-28	0	-7	0.6	1	-7	1.0
Cc1ccc(C(=O)Nn2c(O)c(C=C3N=c4ccccc4=N3)sc2=S)cc1	0.9	-5	24	3	-19	0.9	-27	-22	-0.9
CN1CCN(C(=O)c2cc(-c3ccccc3)on2)CC1	0.8	-6	23	-3	20	0.7	-10	21	0.2
CC(C)C(=O)Nc1ccc(-c2ccc3nncn3n2)cc1	0.9	-12	-6	2	8	0.4	1	24	1.5
CCOc1ccc(C(=O)NCC(=O)OCc2c(C)noc2C)cc1OCC	0.1	8	-3	-4	7	0.3	-17	-45	0.7
CCCNC(=O)N1CCN(c2ncccn2)CC1	1.2	-16	20	9	19	2.0	10	0	-3.2
CN1CCc2c(sc(N)c2C(N)=O)C1	0.3	-11	-11	-2	-17	1.3	-3	10	3.1
CC(=O)Nc1nonc1C(=O)N1CCC(C)CC1	1.0	-7	-3	-3	-17	-0.6	1	12	0.1
O=C(NC12CC3CC(CC(C3)C1)C2)OCCNC1CCCCC1	1.4	9	-11	·	-9	-0.5	2	-20	0.5
O=C(NCC1CCCO1)C(c1ccncc1)N(Cc1cccs1)C(=O)Cn1nnc(-c2ccc(F)cc2)n1 (stereo not given)	0.5	1	6	-2	14	-0.9	7	-13	0.0
CC(O)CNCCOc1ccccc1OCc1ccccc1 (stereo not given)	-0.5	3	-6	9	-2	-0.8	-16	-27	4.1
Cc1onc(-c2ccccc2Cl)c1C(=O)OCC(=O)c1ccc2c(c1)OCCO2	0.8	-5	-24	2	-16	1.5	-29	6	-1.3
Cn1c(=O)c2c(nc(NCc3ccccc3)n2CCCc2ccccc2)n(C)c1=O	-0.1	-18	7	3	3	-0.4	-37	52	1.4
COc1ccc(C(=O)OCc2csc(C)n2)c(O)c1	-0.6	3	-16	0	-11	-1.1	14	7	1.1
CC1=NN(C(=O)Cc2ccc(C)cc2)C(O)(c2cccnc2)C1 (stereo not given)	0.7	-2	74*	-4	1	-0.9	6	17	0.1
COc1ccc(C(=O)NNC(=O)Cc2ccc(-c3ccccc3)cc2)cc1OC	-0.1	-8	43	-3	-3	0.1	7	-35	1.6
COC(=O)C1=C(O)/C(=C\c2cc(C)n(-c3ccccc3F)c2C)N=C1C	1.0	7	10	1	-1	1.2	25	-46	-1.2
CCOC(=O)c1[nH]c2ccc(F)cc2c1N=C(C)N(CC)CC	1.2	6	16	-1	6	1.6	-11	-47	1.5
CCC(CC)C(=O)Nc1nc(-c2ccc3c(c2)CCN3C(=O)C2CC2)c(C)s1	-0.2	-6	62	-2	-8	-1.5	5	-29	0.8
O=C(NCCOc1nc(N2CCOCC2)nc(N2CCOCC2)n1)Nc1ccccc1	0.8	-7	-14	-3	1	0.4	13	26	-0.7
COc1cccc(-c2cc(C(=O)N3CC4(C)CC3CC(C)(C)C4)no2)c1 (stereo not given)	0.5	-1	-5	1	-11	1.6	2	-12	1.2
O=C(NC(=S)N1CCN(c2ccc(Cl)cc2[N+](=O)[O-])CC1)c1cccs1	-0.6	2	-15	6	-21	-0.8	-28	-1	-4.0
CC1(C)Oc2ccc3ccc(=O)oc3c2/C(=C/NC2CCCCC2)C1=O	0.0	-6	18	11	-4	-1.3	-17	36	-0.5
O=C(Nc1ccccc1C(=O)N1CCOCC1)c1cccnc1	-0.9	-7	34	-1	-1	-0.3	-15	12	-5.8
CCOC(=O)N1CCN(C(=O)c2nn(-c3ccc(C)cc3)c(=O)c3c2c2ccccc2n3C)CC1	0.6	-13	-88	3	11	0.5	-6	11	2.9
COc1ccc(CCNC(=O)C(=O)NCC2OCCN2S(=O)(=O)c2ccc(Br)cc2)cc1 (stereo not given)	1.1	-13	44	-3	3	3.7	11	-17	-1.9
CCOc1ccc(C(=O)N(Cc2ccc(N(C)C)cc2)C2CCS(=O)(=O)C2)cc1 (stereo not given)	-0.1	-10	16	-3	7	-1.3	1	3	1.8
O=C(CCCCn1c(=O)c2ccccc2n(CC(=O)Nc2cccc(F)c2)c1=O)NCc1ccco1	0.0	-11	14	8	-1	-0.4	-1	21	-1.1
CC(CNC(=O)c1ccc(N)cc1)NC(=O)c1ccc(N)cc1 (stereo not given)	1.3	-9	12	-4	1	-1.3	2	25	2.5
COc1ccc(-c2cc(C(=O)OCC(=O)Nc3ccc4c(c3)OCO4)c3ccccc3n2)cc1	2.2	-37	21	3	-7	4.0	-9	-4	0.2
Cc1ccc(-n2c(N)c(-c3nc4ccccc4n3C)sc2=S)cc1	0.0	-27	14	-5	-8	0.0	-27	-12	-1.7
CCNC(=O)CSc1nnc(-c2cc(-c3ccc(Cl)cc3)nc3ccccc23)o1	-0.1	-6	25	11	-25	-0.1	-49	1	-2.6
N#Cc1ccccc1Cn1c(=O)n(C2CCCC2)c(=O)c2ccccc21	-0.6	1	41	9	-2	-1.3	8	37	0.4
CC(=O)c1cccc(OCC(=O)N2CCN(c3ccc(C(F)(F)F)cn3)CC2)c1	3.2	5	13	8	-15	4.4	-11	-8	-0.8
CCOC(=O)c1c(SC)nc(SC)c2c1CCC2	0.4	-16	-13	2	4	0.9	-8	59	0.8
N#Cc1c(Cl)cccc1-n1ccnc1	-0.2	1	-10	0	-6	0.1	-8	17	0.5
Cc1ccccc1NC1=C/C(=N\S(=O)(=O)c2cccs2)c2ccccc2C1=O	1.1	-1	107*	-13	9	-1.3	42	-37	-0.3

For convenience, part of the list above.
SMILES	TRPML3 agonist	S1P4 antagonist	CHOP inh	NPY Y1 blocker	NPY-Y2 PAM-ag	zfTRPN1 agonist	NPY1 pot ag	EP2 modulator	S1P4 agonist
CC1(C)Oc2ccc3ccc(=O)oc3c2/C(=C/NC2CCCCC2)C1=O	0.0	-6	18	11	-4	-1.3	-17	36	-0.5
O=C(Nc1ccccc1C(=O)N1CCOCC1)c1cccnc1	-0.9	-7	34	-1	-1	-0.3	-15	12	-5.8
CCOC(=O)N1CCN(C(=O)c2nn(-c3ccc(C)cc3)c(=O)c3c2c2ccccc2n3C)CC1	0.6	-13	-88	3	11	0.5	-6	11	2.9
COc1ccc(CCNC(=O)C(=O)NCC2OCCN2S(=O)(=O)c2ccc(Br)cc2)cc1 (stereo not given)	1.1	-13	44	-3	3	3.7	11	-17	-1.9
CCOc1ccc(C(=O)N(Cc2ccc(N(C)C)cc2)C2CCS(=O)(=O)C2)cc1 (stereo not given)	-0.1	-10	16	-3	7	-1.3	1	3	1.8

(further entries)
SMILES	TRPML3 agonist	S1P4 antagonist	CHOP inh	NPY Y1 blocker	NPY-Y2 PAM-ag	zfTRPN1 agonist	NPY1 pot ag	EP2 modulator	S1P4 agonist
S=C(Nc1ccccc1Oc1ccccc1)Nc1cccc(Cl)c1Cl	-0.1	-12	35	1	-3	0.5	0	1	1.4
C/C(=N\NC(=O)c1cccs1)c1ccc2c(c1)OCO2	-0.3	4	13	-3	-9	0.0	-18	-42	0.4
Cc1cc(C2=NNC(=NC3CC3)SC2)c(C)n1-c1ccccc1	0.1	-18	106*	2	6	0.5	14	-11	0.7
O=C(CSc1nnc(-c2ccc(OC(F)F)cc2)o1)N1CCOCC1	1.2	2	7	-4	-8	1.4	6	25	-1.5
COC(=O)c1sccc1NC(=O)c1c(C)noc1C	-0.1	-17	-3	1	4	-0.7	-11	29	-0.5
CC(=O)OC(C(=O)NCc1ccc2c(c1)OCO2)c1ccccc1Cl (stereo not given)	0.3	-9	-3	-2	-19	-0.5	6	20	-1.8
CC(=O)n1cc([C@H]2C=C(C(=O)O)O[C@@H](OCCCCO)C2)c2ccccc21	0.4	0	13	0	-2	-0.8	-12	-1	0.3
Cc1cc(NC(=O)CSc2nnc(COc3cccc(C)c3C)n2Cc2ccco2)no1	-0.8	-23	-12	1	-4	-0.8	4	7	-2.1
Cc1cccc2c1N(CCCOc1ccccc1)C(=O)C2=O	2.8	-20	23	-5	-5	-0.2	-12	10	-1.4
Cc1c(NC(=O)NC(C)N2C(=O)C3C4C=CC(C4)C3C2=O)c(=O)n(-c2ccccc2)n1C (stereo not given)	0.7	-12	-6	9	9	2.3	21	18	-0.9
CCOC(=O)c1c(C)oc2c1c1c(c3ccccc32)OCN(Cc2cccnc2)C1	-0.1	-17	-50	12	-17	-1.6	-47	-13	1.3
CCCCNC(=O)c1ccc(CNc2c(N3CCC(C(=O)OCC)CC3)c(=O)c2=O)cc1	0.3	-1	3	-4	-29	0.2	20	13	-3.4
CC1(C)CC(N2CCCCC2)=CC(=[N+]2CCCCC2)C1	0.2	-1	9	7	9	0.8	-7	-55	1.8
O=C1CCCc2ccccc2N1Cc1c(Cl)cccc1Cl	-0.4	-15	33	5	-9	-1.4	-16	72*	-0.1
COc1cc(/C=N/NC(=O)c2ccncc2)ccc1OCCN1CCCCC1	1.2	1	32	-4	1	-0.6	15	15	2.4

Profiles as entered above.
Profile of COC(=O)c1sccc1NC(=O)c1c(C)noc1C : TRPML3 agonist = -0.1; S1P4 antagonist = -17; CHOP inh = -3; NPY Y1 blocker = 1; NPY-Y2 PAM-ag = 4; zfTRPN1 agonist = -0.7; NPY1 pot ag = -11; EP2 modulator = 29; S1P4 agonist = -0.5
Profile of CC(=O)n1cc([C@H]2C=C(C(=O)O)O[C@@H](OCCCCO)C2)c2ccccc21 : TRPML3 agonist = 0.4; S1P4 antagonist = 0; CHOP inh = 13; NPY Y1 blocker = 0; NPY-Y2 PAM-ag = -2; zfTRPN1 agonist = -0.8; NPY1 pot ag = -12; EP2 modulator = -1; S1P4 agonist = 0.3
